NR2E3 ag: inhibitors of NR2E3-RetCOR corepressor binding, primary screen, NR2E3 agonist project, biochemical, TR-FRET, GST-NR2E3, biotin-RetCOR | Photoreceptor-specific nuclear receptor (Homo sapiens), Q9Y5X4 | 1536-well | inhibition of corepressor binding, % at 4.78 µM | 320,000 compounds, 0.12% hits | AID 2300, 2010;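 active means percent inhibition above the cutoff of mean plus 3 SD of all tested compounds, set per screening campaign, cut at about 20% in these data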;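 further: 0% = DMSO wells and 100% = biotin wells as full block of FRET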
Target sequence (Q9Y5X4 whole entry, looked up): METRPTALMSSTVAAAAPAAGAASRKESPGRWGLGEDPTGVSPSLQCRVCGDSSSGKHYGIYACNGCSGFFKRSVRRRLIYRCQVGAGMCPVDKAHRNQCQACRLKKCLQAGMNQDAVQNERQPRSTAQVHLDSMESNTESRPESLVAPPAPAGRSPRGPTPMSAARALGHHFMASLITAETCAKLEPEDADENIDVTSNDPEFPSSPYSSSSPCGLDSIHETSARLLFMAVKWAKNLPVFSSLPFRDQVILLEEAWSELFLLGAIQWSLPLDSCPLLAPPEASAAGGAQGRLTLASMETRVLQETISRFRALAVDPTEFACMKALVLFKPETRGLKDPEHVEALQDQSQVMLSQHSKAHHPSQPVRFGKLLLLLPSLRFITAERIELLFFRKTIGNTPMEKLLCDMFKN
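System: GST-tagged NR2E3 plus biotinylated RetCOR corepressor; Amount: 1.35 nM GST-tagged NR2E3 final; Dosing: single nominal compound dose of 4.8 µM; Schedule: 5 h incubation at 4 °C; Technique: TR-FRET with europium anti-GST and streptavidin-D2, 340 nm excitation; Controls: biotin wells as high control, 0.6% DMSO wells as low control.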
The depositor's hits bear a star. This is a subset (hit frequency here may not be typical).

SMILES	NR2E3 ag
N#Cc1c(-c2ccco2)nc(SCC(=O)Nc2ccc(S(N)(=O)=O)cc2)[nH]c1=O	4
Cc1ccc(C2C(C#N)=C(N)SC(N)=C2C#N)o1	32*
O=C(c1cc2c(=O)n3ccccc3nc2s1)N1CCc2ccccc2C1	-3
O=C(N/N=C/c1ccc2c(c1)OCO2)C(=O)Nc1ccc2ccccc2c1	0
COC/C=C/C1=CC2=CC(=O)C(C)(O)C(=O)C2=CO1 (stereo unspecified)	1
O=C(Cc1nc2ccccc2s1)c1ccc(O)cc1O	1
O=c1[nH]c(SCc2ccc(Cl)cc2)nc2ccsc12	0
Cc1cc(NC(=O)CCC(=O)N(c2cccnc2)C(C(=O)NC2CCCC2)c2ccccc2F)no1 (stereo unspecified)	0
CC(OC(=O)c1ccc2ncsc2c1)C(=O)NCc1ccccc1 (stereo unspecified)	-1
O=C(c1ccc(Cn2c(=S)[nH]c3cc4c(cc3c2=O)OCO4)cc1)N1CCN(c2ncccn2)CC1	-2
CCC(=O)N1Cc2ccccc2-c2ccccc2C1=O	0
COC(=O)C1=C(C(=O)OC)[C@@H]2N(C)c3ccc(OC)cc3[C@@]23C[C@@H](C(=O)OC)N(C(=O)C2CCC2)C3=N1	2
C=C1C(=O)O[C@@H]2C[C@@H](C)[C@@H]3C=CC(=O)[C@@]3(C)[C@@H](OC(C)=O)[C@H]12	0
COC(=O)[C@H](Cc1ccccc1)NC(=O)O[C@@H]1C(=O)c2cc(Br)ccc2O[C@H]1c1cccc(OC)c1	4
CCc1nc(N=C(N)N)nc2ccccc12	2
C#CCOCCOCCOCCNc1nc(N2CCN(C(=O)CCCCCCCCCCNC(=O)[C@H]([C@@H](C)CC)n3cc(CCCCCN)nn3)CC2)nc(N2CCN(C(=O)CCCCCCCCCCNC(=O)[C@@H]([C@H](C)CC)n3cc(CCCCCN)nn3)CC2)n1	-4
COc1ccc(-c2csc(NC(=O)/C(N=Nc3ccccc3)=C(\C)O)n2)cc1	2
CCOCC(=O)Nc1cc(C(=O)Nc2cc(C)cc(C)c2)ccc1Cl	0
CN(c1ccccc1)c1ccc(/C=c2\s/c(=C(/C#N)C(=O)C(C)(C)C)n(Cc3ccco3)c2=O)cc1	0
Cc1cc(C)n(C(=O)c2sc3cc(F)ccc3c2Cl)n1	3
Cc1csc2ncc(C(=O)NCc3ccc4c(c3)OCO4)c(=O)n12	4
CC(C)c1ccc(-c2c(C#N)c(N)nc(SCC(=O)N3CCCCCC3)c2C#N)cc1	3
COc1ccc(OC)c(NC(=O)c2ccc3nc(-c4ccccc4)c(-c4ccccc4)nc3c2)c1	-1
Cc1ccnn2cc3c(=O)n(C)c(=O)n(C)c3c12	-2
O=C(Nc1ccc2ccccc2c1)C(=O)C1C(=O)Nc2ccccc21 (stereo unspecified)	0
CCCCOC(=O)c1ccc(NC(=O)c2c(N)n(C)c(=O)[nH]c2=O)cc1	2
COc1ccc(-c2nn(C)c(=O)c3ccccc23)cc1CNC(=O)CN1CCOCC1	-1
Cc1cnn(C(=S)NCc2ccc(Cl)cc2)c1	3
CC(C)Cn1c(N)c(C(=O)COC(=O)c2cc(C(F)(F)F)nc3ccccc23)c(=O)n(C)c1=O	0
CC(C)OC(=O)CC(NC(=O)OC(C)(C)C)c1ccccc1 (stereo unspecified)	3
CCOc1ccccc1N/C(=N/c1nc(C)cc(C)n1)NC(=O)Nc1ccc(Cl)c(Cl)c1	-1
COc1ccc(O[C@H]2C=C[C@@H](c3ccccc3)O[C@@H]2COC(=O)CC/C(C)=N/OC[C@@H](O)[C@H]2O[C@@H]3OC(C)(C)O[C@@H]3[C@H]2O)cc1	1
CCNc1nc(NCC)nc(ON=C(C)C)n1	4
CC[C@H]1OC(=O)C[C@@H](O)[C@H](C)[C@@H](O[C@@H]2O[C@H](C)C[C@H](N(C)C)[C@H]2O)[C@@H](CC=O)C[C@@H](C)C(=O)C=C[C@]2(C)O[C@H]2[C@@H]1C	1
Cc1cccc(N/C(N)=N/c2nc(CSc3ccc(Cl)cc3)cc(=O)[nH]2)c1	2
C#CCOCCOCCOCCNc1nc(N2CCN(C(=O)[C@H](CCCCN)n3cc(C(N)CO)nn3)CC2)nc(N2CCN(C(=O)[C@H](CCC(=O)O)n3cc(C(N)[C@H](C)CC)nn3)CC2)n1 (stereo partly specified)	1

Structures above printed as active in NR2E3 ag.
SMILES	NR2E3 ag
Cc1ccc(C2C(C#N)=C(N)SC(N)=C2C#N)o1	32*

(next part)
SMILES	NR2E3 ag
O=S(=O)(/N=C(/Nc1ccc(F)cc1F)c1ccccc1)c1ccc(Br)cc1	2
O=C1N[C@@H](Cc2cn(S(=O)(=O)c3c(F)c(F)c(F)c(F)c3F)c3ccccc23)C(=O)N[C@H]1Cc1ccccc1	4
CCN1C(=O)/C(=C\c2ccc(-c3cccc(C(=O)OC)c3)o2)SC1=Nc1ccc(C(=O)O)cc1	4
O=[N+]([O-])c1ccc(-c2nnc(S)n2-c2ccccc2)cc1	1
NC[C@@]12CCCC1C1CCC2C1 (stereo partly specified)	-2
Cc1sc(/C=C2\C(=O)ON=C2c2ccccc2)cc1Br	6
C/C(=N\O)c1oc2ccc3c(C)cc(=O)oc3c2c1C	-1
O=C(O)CCC(=O)c1ccc2ccc3cccc4ccc1c2c34	-2
CN(C)c1ccc(/C=C/c2cc[n+]([O-])cc2)cc1	-9
Cc1ccc(/C=C2\SC(=S)N(CC(=O)Nc3ncc(Cc4ccccc4Cl)s3)C2=O)cc1	4
COc1ccc(S(=O)(=O)N2CCOCC2)cc1NC(=O)CSc1nnc2ccccn12	3
Cc1c(NC(=O)c2c(N)n(-c3ccccc3)c3nc4ccccc4nc23)c(=O)n(-c2ccccc2)n1C	0

Brought forward from above: 7 compounds, then new ones.
SMILES	NR2E3 ag
Cc1sc(/C=C2\C(=O)ON=C2c2ccccc2)cc1Br	6
C/C(=N\O)c1oc2ccc3c(C)cc(=O)oc3c2c1C	-1
O=C(O)CCC(=O)c1ccc2ccc3cccc4ccc1c2c34	-2
CN(C)c1ccc(/C=C/c2cc[n+]([O-])cc2)cc1	-9
Cc1ccc(/C=C2\SC(=S)N(CC(=O)Nc3ncc(Cc4ccccc4Cl)s3)C2=O)cc1	4
COc1ccc(S(=O)(=O)N2CCOCC2)cc1NC(=O)CSc1nnc2ccccn12	3
Cc1c(NC(=O)c2c(N)n(-c3ccccc3)c3nc4ccccc4nc23)c(=O)n(-c2ccccc2)n1C	0
CC(=O)N1c2ccc3ccccc3c2C2C=CCC2C1c1ccc(Br)cc1 (stereo unspecified)	2
COC/C=C/C1=CC2=CC(=O)C(C)(OC(=O)c3cnc4ccccc4n3)C(=O)C2=CN1c1ccc(CO)cc1 (stereo unspecified)	2
CC(C)CNC(=O)NC(=O)COC(=O)c1cc([N+](=O)[O-])ccc1NCc1ccccc1Cl	1
CCN1C(=O)OC2(CCCCC2)C1(C)O (stereo unspecified)	0
Cc1onc(-c2c(Cl)cccc2Cl)c1C(=O)n1nnc2ccccc21	-1
CCc1nccn1C(=O)c1cnn2c(C(F)F)cc(-c3ccccc3)nc12	1
CC(CCc1ccccc1)NC(=O)CCCCCNc1nc(=S)[nH]c2ccccc12 (stereo unspecified)	1
O=C(c1ccc(N2CCCCCC2)c([N+](=O)[O-])c1)N1CCc2ccccc21	3
COc1ccc2c(c1)/C(=N/N1C(=O)c3ccccc3C1=O)C(=O)N2	-4
CN=C1S/C(=C\c2cccn2-c2cccc(Br)c2)C(=O)N1C	0
O=C(c1ccco1)[C@@H]1[C@@H]2C(=O)N(c3ccc(F)cc3)C(=O)[C@@H]2C2c3ccccc3C=CN21 (stereo partly specified)	2
O=C(O)C1OC(Oc2c(-c3ccc(O)c(O)c3)oc3cc(O)cc(O)c3c2=O)C(O)C(O)C1O (stereo unspecified)	17
COc1ccc(N/C(=C(/C(Cl)=C(Cl)Cl)[N+](=O)[O-])n2nnc3ccccc32)cc1	1
CCCCC(=O)Nc1ccccc1C(C)C	4
C[C@H]1CC[C@H]2C(=O)N3[C@H](c4cccc(N5CCCC5=O)c4)[C@@H](C)CC[C@H]3C(=O)N2[C@@H]1c1cccc(N2CCCC2=O)c1	1
CCCCc1ccc(NC(=O)COc2ccc(C(=O)Nc3ccccc3OC)cc2)cc1	2
Cc1cc(C(=O)O)ccc1-n1c(C)ccc1C	21*
CNC(=S)NNC(=O)c1cccn(Cc2ccc(Cl)cc2Cl)c1=O	-2
COc1ccc(NC(=O)COC(=O)c2c(F)cccc2Cl)cc1OC	1
N#CC1=C(N)SC(N)=C(C#N)C1CCC1CCCCC1	3
Cn1c2ccccc2c(=O)n2c(=O)c3ccccc3cc12	29*
CCOc1cc(CO)c(Br)cc1OCC(=O)O	0
Cn1c(=O)[nH]c(=O)c2c1nc(Br)n2C/C=N/NC(N)=S	-1
CCOC(=O)c1c(C)[nH]c(C2=NNC(=Nc3cccc(Cl)c3)SC2)c1C	-4
COc1cc(NS(=O)(=O)c2ccc(NC(=O)COc3ccccc3Cl)cc2)nc(OC)n1	0
CC1=C(C#N)C(=O)N(C2CCS(=O)(=O)C2)C(=O)/C1=C\c1ccco1 (stereo unspecified)	27*
CC(C)Cn1c(N)c(C(=O)CSc2nc3ccccc3c(=O)n2CCCN2CCOCC2)c(=O)n(C)c1=O	1
CCCC(=O)Nc1cccc(C(=O)Nc2ccccc2OCC)c1	1
O=C(O)C1C2C=CC(C2)C1C(=O)NCc1ccccn1 (stereo unspecified)	2
Cc1ccc(Nc2nc(N3CCN(C)CC3)nc(N)c2[N+](=O)[O-])cc1C	-2
CC1(C)Cc2c(c(-c3ccccc3)nc3sc4c(=O)[nH]c(=S)[nH]c4c23)CO1	20*
O=C(Nc1ccc(NC(=O)c2ccncc2)cc1)c1ccncc1	0
CC(C)=CCc1c2c(c(O)c3c(=O)c4c(oc13)-c1cc(O)c(O)cc1OC4C=C(C)C)C=CC(C)(C)O2 (stereo unspecified)	2
O=C(OCCCOC(=O)c1ccccc1O)c1ccccc1O	1
CC(C)CNC(=O)CC(NCC(C)C)C(=O)O (stereo unspecified)	1
Nc1ncnc2c1ncn2[C@@H]1O[C@H](CO)C[C@@H]1O	3
Cc1ccc(C)n1-c1ccc(C(=O)O)cc1	23*
CC(=O)C1=C(C)NC(SCSc2ccccc2)=C(C#N)C1c1cccnc1 (stereo unspecified)	4
CCn1c2ccccc2n2c(=O)c(=O)n(CC(=O)N3CCN(c4ccccc4OC)CC3)nc12	3
C/C(=C\c1ccco1)C1Nc2cccc3cccc(c23)N1	4
Fc1ccccc1Cn1cnc(NC(=S)NCCc2ccccc2)n1	1
CCn1cc(C(=O)O)c(=O)c2cc(F)c(N3CCN(S(=O)(=O)c4ccc(Br)cc4)CC3)cc21	-3
COc1ccc(OC)c2sc(N(CCCN(C)C)C(=O)c3ccc(S(=O)(=O)N4CCc5ccccc5C4)cc3)nc12	-1
CCOc1ccc(NC(=S)N(CC)Cc2ccccc2)cc1	2
O=C(c1cc(NC(=O)C23CC4CC(CC(C4)C2)C3)cc(NC(=O)C23CC4CC(CC(C4)C2)C3)c1)N1CCCCC1	-2
COc1ccc(OC)c(CC(NC(C)=O)C(=O)NC2CCN(c3nnnn3-c3ccccc3)CC2)c1 (stereo unspecified)	-2
CCOc1ccc(C(=O)NC2=NCCS2)cc1	-3
Cn1nc(CC(=O)Nc2cccnc2N2CCOCC2)c2ccccc2c1=O	3

Filtered by structure, the compounds so far with a tert-butyl group
SMILES	NR2E3 ag
CN(c1ccccc1)c1ccc(/C=c2\s/c(=C(/C#N)C(=O)C(C)(C)C)n(Cc3ccco3)c2=O)cc1	0
CC(C)OC(=O)CC(NC(=O)OC(C)(C)C)c1ccccc1 (stereo unspecified)	3

Arranged by value in NR2E3 ag (highest first): 3 from the list above
SMILES	NR2E3 ag
Cc1ccc(C)n1-c1ccc(C(=O)O)cc1	23*
Cn1nc(CC(=O)Nc2cccnc2N2CCOCC2)c2ccccc2c1=O	3
Fc1ccccc1Cn1cnc(NC(=S)NCCc2ccccc2)n1	1

The results go on:
SMILES	NR2E3 ag
CCOC(=O)c1c2c(n(C)c1COC)C(=O)C(=O)c1ccc(Br)cc1-2	3
CCN(CC)c1ccc2cc(C(N)=O)/c(=N\NC(=O)c3ccncc3)oc2c1	-6
CCc1ccc(-c2cc(-c3n[nH]c(=S)n3CC)c3ccccc3n2)cc1	0
COC(=O)c1[nH]c2ccc(Cl)cc2c1NC(=O)CN1CCC(C(N)=O)CC1	2
CCn1c(SCC(=O)Nc2ccccc2)nc2nc3c(cc2c1=O)COC(C)(C)C3	3
CCc1nc2c(c(=O)c3ccccc3n2C)c(=O)n1CCc1ccc(OC)cc1	-4
COc1cc(OC)c(C2N(C)c3ccccc3N2C)cc1OC	0
O=C(COc1ccc(Br)cc1)Nc1nnc(-c2cccnc2)s1	1
CCCc1cc(=O)[nH]c(/N=C(/NC(=O)c2ccccc2)Nc2ccc3c(c2)OCCO3)n1	-2
C/C=C\C=C/C(=O)Nc1cccc(C2=NOC3(C2)C[C@@H](C(N)=O)N(C(=O)c2ccccc2)C3)c1 (stereo partly specified)	-1
COc1cccc(C=Nc2cccnc2)c1O	0
CC(=O)C1=C(C)NC(SCC(=O)c2ccc(C)cc2)=C(C#N)C1c1ccco1 (stereo unspecified)	4
O=C1c2ccccc2C(=O)N1c1cccc(-c2csc(Nc3ccc4c(c3)OCO4)n2)c1	0
COC(=O)C1=C(C)N(Cc2ccccc2)C(=NCCCCO)N[C@H]1c1ccccc1	4
CC(C)=CCc1c(-c2ccc(O)cc2O)oc2c3c(cc(O)c2c1=O)OC(C)(C)C=C3	-1

Source: PubChem BioAssay (The Scripps Research Institute Molecular Screening Center)
